# NCI-60 one-dose screen, 48 h, at 10 µM unless noted. Numbers give growth in % (100 = growth as untreated, 0 = no growth, -100 = all killed).
# BT-549: BT-549 breast cancer | AID 1794793 | 4.4% of 78,000 active
# T-47D: T-47D breast cancer; 5% of 79,000 active; AID 1794792
# MDA-MB-468: MDA-MB-468 breast cancer; 8.5% of 78,000 active
# MCF7: MCF7 breast cancer | AID 1794796 | 6.3% of 82,000 active
# HS 578T: HS 578T breast cancer; 4.1% of 78,000 active; AID 1794788
# MDA-MB-231: MDA-MB-231 breast cancer | 5% of 81,000 active | AID 1794789
# LOX IMVI: LOX IMVI melanoma | 7.4% of 79,000 active | AID 1794757
# MALME-3M: MALME-3M melanoma | 5.8% of 78,000 active
# Starred values were filed as active, the others as inactive; · = no result given; & = joins results of further samples; [ ] = dose if it differs, or a comment. Rule for the calls: active = growth percent below 10; inactive = the rest.
SMILES,BT-549,T-47D,MDA-MB-468,MCF7,HS 578T,MDA-MB-231,LOX IMVI,MALME-3M
CCCCCCCCCCCCCC[n+]1ccc2c(C)c3c(c(C)c2c1)c1cc(O)ccc1n3CC,-74*,-26*,-64*,-70*,-41*,-75*,-70*,-85*
Oc1ccc(-c2ccc3c(c2)ncn3-c2cccc(O)c2)cc1,34,29,26,33,33,66,26,25
COC(=O)CCCCCCCC=O,104,96,94,98,·,110,98,96
CN(C)C(CN)c1ccccc1 (stereo unspecified),·,113,115,106,115,118,101,130
COc1ccccc1-c1cn2ccnc2c(-c2ccc3ncn(C4CCCCC4)c3c2)n1,106,63,85,92,84,84,95,·
CCCC(C)c1cc([N+](=O)[O-])c(O)c([N+](=O)[O-])c1 (stereo unspecified),90,79,89,98,100,108,89,101
COc1ccc(/C=C(\C#N)c2cc(OC)c3c(c2)OCO3)cc1,31,62,-4.1*,17,28,10,19,54
NS(=O)(=O)c1ccc(Nc2nc(SCC(=O)c3ccc(-c4ccccc4)cc3)nc3ccccc23)cc1,118,103,103,97,107,105,·,102
COc1cccc(/C=C2\N=C(Nc3ccc(O)cc3)NC2=O)c1,97,66,73,82,90,108,93,99
O=C1CCc2c(sc3[nH]c(=S)n(-c4cc(C(F)(F)F)cc(C(F)(F)F)c4)c(=O)c23)C1,3.8*,-35*,-14*,0.9*,-6.3*,-42*,1.6*,-17*
N#Cc1nnn(-c2ccc(S(N)(=O)=O)cc2)c1NS(=O)(=O)c1ccccc1,105,91,102,98,102,103,102,100
NS(=O)(=O)c1ccc(Nc2nc(Nc3ccccc3)nc3n[nH]c(=S)n23)cc1,·,86,112,97,101,104,98,101
Cc1nc(N)[nH]c(=O)c1CCC#N,116,107,·,101,125,97,105,104
CCCCCCC(C(=O)OCC)C(=O)OCC,110,99,102,99,103,118,103,96
CC(=O)n1cc(-c2c[nH]c3ccccc23)c(-c2ccc(Cl)cc2)n1,77,73,·,72,94,·,87,87
CC(C)C1CCC(OC(=O)c2ccccc2Cl)CC1 (stereo unspecified),102,·,93,95,100,113,99,104
CC(C)(c1ccc(N)cc1)c1ccc(N)cc1,92,·,108,103,101,108,96,111
CNc1ccccc1N,·,106,102,93,109,76,91,98
NC(=O)C1(Nc2ccc(-c3ccccc3)cc2)CCCC1,98,·,116,98,107,99,97,137
COC(=O)c1cc2ccccc2c([N+](=O)[O-])c1O,105,110,112,101,116,100,96,105
c1ccc(-c2cc(-c3nnc(SCCN4CCOCC4)n3-c3ccccc3)c3ccccc3n2)cc1,100,90,99,99,·,99,101,96
COc1cc(O)c2c(=O)c(OC)c(-c3ccccc3)oc2c1,99,80,97,94,104,87,88,84
COc1ccc(NC(=O)Cn2cnc3c(cc(-c4ccccc4)n3-c3ccccc3)c2=O)cc1,90,95,102,97,80,·,100,103
Cc1c(C(=O)NCCc2ccc(N3CCCC3)cc2)[nH]c2ccc(Cl)cc2c1=O,105,85,96,101,92,101,101,92
C[C@@H]1CC[C@@]2(C)C(C(=O)O)=CC=C[C@@H]2[C@@]1(C)CC(=O)c1ccoc1,96,·,115,99,97,98,104,102
COC(=O)C(Cc1cn(C(C)=O)c2ccccc12)P(=O)(OC)OC (stereo unspecified),105,105,101,101,94,98,93,96
COC(=O)/C(CCC=C(C)C)=C1\[C@@H](OC(C)=O)C[C@@]2(C)[C@H]1C[C@@H](O)[C@H]1[C@@]3(C)CC[C@H](NCCCNCCCCNCCCN)[C@@H](C)[C@@H]3CC[C@@]12C,80,57,79,96,83,56,53,47
CO[C@H]1/C=C/O[C@@]2(C)Oc3c(C)c(O)c4c(O)c(c5c(nc6cc(C)ccn65)c4c3C2=O)NC(=O)/C(C)=C\C=C\[C@H](C)[C@H](O)[C@@H](C)C(O)[C@@H](C)[C@H](OC(C)=O)[C@@H]1C (stereo partly specified),97,-5.4*,105,103,72,104,96,93
O=C(COc1ccc(Cl)cc1)Nc1ccc(-c2nc3ccccc3s2)c(Cl)c1,111,72,92,86,126,103,106,106
Nc1c(-c2nc3ccccc3c(=O)[nH]2)nnn1-c1ccc(Cl)cc1,78,27,105,90,51,85,107,83
C=C(C)[C@@H]1CC[C@]2(C(=O)NCCCCCCN(CCC#N)CCC#N)CC[C@]3(C)[C@H](CC[C@@H]4[C@@]5(C)CC[C@H](OCCC#N)C(C)(C)[C@@H]5CC[C@]43C)[C@@H]12,69[100 µM],58[100 µM],40[100 µM],65[100 µM],72[100 µM],37[100 µM],86[100 µM],94[100 µM]
O=C(/C(=C/c1cccc(Cl)c1)c1ccccc1)c1ccccc1,89,82,87,104,104,94,83,·
CC1(c2ccncc2)OCCO1,109,112,117,96,103,115,99,104
CCc1c2c(c(C)c3c1oc1cc(OC)ccc13)C(=O)N(N)C2=O,102,102,108,110,107,98,95,121
COc1cc2oc(-c3cccc(NC(=O)c4cc(N)ccc4Br)c3)cc(=O)c2c(OC)c1OC,102,66,92,89,113,86,80,116
COc1ccc(C(=O)n2nc(-c3cccnc3)nc2N)cc1OC,100,86,87,97,105,104,95,104
CCOC(=O)c1c(-c2ccccc2)n(-c2ccc(Br)cc2)c2cccc(O)c12,97,81,71,94,90,88,88,84
O=C(O)c1cn(C2CC2)c2cc(N3CCN(C(=O)CN4C(=O)S/C(=C\c5ccc([N+](=O)[O-])cc5)C4=O)CC3)c(F)cc2c1=O,·,111,105,98,105,96,100,98
CCOC(=O)N/N=C/c1ccc(N(C)C)cc1,96,120,104,99,107,95,108,115
OCCOCCOCCN1CCN(C(c2ccccc2)c2ccc(Cl)cc2)CC1 (stereo unspecified),97,89,88,95,97,101,90,89
CCCc1nn2c(-c3ccccc3)nnc2o1,127,111,117,113,111,101,95,98
COc1ccc(Cc2noc(-c3cc(OC)c(OC)c(OC)c3)n2)cc1,100,94,106,91,112,96,105,102
O=C(/C=C\c1ccc(O)c(O)c1)c1ccccc1O,5.5*,67,·,48,92,69,75,97
CC(CNc1nc(Nc2ccc(Cl)c(Cl)c2)nc(C(Cl)(Cl)Cl)n1)N(C)C (stereo unspecified),46,20,-43*,-65*,-21*,-63*,-57*,16
ClC1=NC(Cl)C(Cl)=N/C1=N\c1ncn[nH]1 (stereo unspecified),91,-38*,-62*,5.7*,123,73,-51*,-64*
NC1=NN(c2ccccc2)C(=O)/C1=C\n1c(=S)[nH]c2ccccc21,110,101,105,99,·,102,94,·
NC(=O)SCC(=O)NNc1ccccc1,113,73,93,94,100,89,67,·
Cc1[nH]c(=O)c(C#N)c2c1CCCC2,110,108,98,96,101,100,97,106
COc1cc(O)cc(C)c1C(=O)O[C@@H]1[C@@H](CO)OC(n2ccc(=O)n(C)c2=O)[C@@H]1OC(C)=O (stereo partly specified),88,81,124,90,105,84,89,·
C#CCOC(=O)/C=C/c1cn(-c2ccccc2)nc1-c1ccc(Cl)cc1,100,72,106,67,98,92,88,105
Nc1ccc(Nc2ccccc2)c(N)c1,120,100,77,87,141,64,81,111
CCCCCCNCc1cc(C(C)(C)C)cc(CNCCCCCC)c1O,-81*,-42*,-90*,·,-22*,-84*,-89*,-73*
CC1=C(C(=O)OC(C)C)C(c2ccc3c(c2)OCO3)NC(=S)N1 (stereo unspecified),96,91,115,99,97,101,97,96
COc1ccc(-c2cn3ccnc3c(NCCn3cc(COc4ccc5c(C)cc(=O)oc5c4)nn3)n2)cc1,83,68,100,80,89,90,94,102
Cc1cc2nc3c4cc(Cl)ccc4n(CC(=S)NCCN(C)C)c3nc2cc1C,75,62,-89*,-82*,51,-72*,·,-49*
Oc1ccc(CCc2ccccn2)cc1,118,96,89,102,104,120,106,105
O=c1cc(Cn2cc(CSc3nc4ccccc4o3)nn2)c2ccccc2o1,115,98,118,99,111,110,95,111
O=C1CCCCC1CO (stereo unspecified),109,100,99,96,104,103,96,98
N#C/C(=C\c1ccc(Cl)c([N+](=O)[O-])c1)C(N)=O,106,86,92,33,97,99,60,102
Nc1nc2c([nH]c(=S)n2[C@@H]2O[C@H](CO)[C@@H](O)[C@H]2O)c(=O)[nH]1,105,·,107,99,107,107,98,99
# (further entries)
SMILES,BT-549,T-47D,MDA-MB-468,MCF7,HS 578T,MDA-MB-231,LOX IMVI,MALME-3M
CCCCN(C(=O)CCl)c1ccccc1,104,88,92,101,94,102,96,102
CCCCCCCCCCCCCCCCNC(=O)Nc1ccc2ccccc2c1,97,108,94,94,107,98,101,95
COc1ccc2c(c1)C(=O)/C(=C/c1ccc(OCC(=O)c3ccc(Cl)cc3)cc1)O2,80,72,·,104,115,69,40,80
Cc1nc(C)c(CN2CCn3c(nnc3C(F)(F)F)C2)s1,104,98,105,89,109,99,101,110
NCCCOc1cc2ccccc2cc1C(=O)NCCCOc1cc2ccccc2cc1C(=O)Nc1ccc(Cl)cc1O,-40*,-68*,-90*,-94*,15,-88*,-90*,-82*
N=C(N)c1ccc(Oc2ccc(C(=N)N)cc2)cc1,109,103,97,98,100,106,106,97
Oc1ccc(/C=C2\SCc3cc4ccc(O)cc4[o+]c32)c(O)c1,110,101,103,103,106,102,95,97
CCC1(C)CC(=O)NC1=O (stereo unspecified),120&103,103&105,111&96,96&113,114&105,106&120,107&109,51
CC(=O)c1ccccc1Nc1nccc(-c2ccc(Cl)cc2)n1,108,66,50,53,91,100,88,106
O=[N+]([O-])c1ccc(-c2nnc(SCc3nnc(-c4cccc([N+](=O)[O-])c4)o3)o2)cc1,107,86,93,88,96,91,92,94
C=C(C)[C@@H]1CC[C@]2(CO)CC[C@]3(C)[C@H](CC[C@@H]4[C@@]5(C)C=C(C#N)C(=O)C(C)(C)[C@@H]5CC[C@]43C)[C@@H]12,29,·,8.1*,1.8*,29,16,·,33
CN(C)c1ccc(C2C(C#N)=C(/N=C/c3ccccc3)Oc3c2ccc2ccccc32)cc1 (stereo unspecified),70,83,86,54,67,58,55,78
NS(=O)(=O)c1ccc(N2N=C(c3ccc(Cl)cc3)CCC2=O)cc1,77,84,70,87,99,107,93,104
COC(=O)Oc1ccc(Cl)cc1Cl,114,104,98,95,99,117,103,·
O=C(O)c1cc(O)ccc1N=Nc1ccccc1,·,113,103,89,105,119,93,103
